# From PubChem
# APOBEC3A inh – human APOBEC3A DNA deaminase inhibition | recombinant A3A, FAM/TAMRA ssDNA deamination fluorescence | inhibition, % at 20 µM | hit rate 0.41% among 330,000;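 active = at least 40% inhibition at 20 µM here, with at most 30% in a related deaminase screen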;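 also: plate controls were A3A with DMSO for no effect and wells lacking A3A enzyme for full effect; some results filed as inactive read as strong as hits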
# Target sequence (P31941 whole entry, looked up): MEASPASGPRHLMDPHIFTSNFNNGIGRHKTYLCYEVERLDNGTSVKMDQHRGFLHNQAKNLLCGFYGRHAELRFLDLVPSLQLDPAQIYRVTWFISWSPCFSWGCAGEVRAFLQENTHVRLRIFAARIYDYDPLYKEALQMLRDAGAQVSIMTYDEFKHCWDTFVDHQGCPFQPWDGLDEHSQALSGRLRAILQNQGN
# A3G deaminase – APOBEC3G (human) deaminase inhibition | AID 493012 | hit rate 0.28% among 330,000 | inhibition, % at 20 µM | recombinant A3G, ssDNA deamination FAM/TAMRA fluorescence | Q9HC16;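 active = inhibition of at least 40% at 20 µM, with no more than 30% in the related APOBEC3A deaminase screen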;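 also: plate controls were DMSO wells with A3G for no effect and wells lacking A3G enzyme for full effect; some compounds called inactive have numbers as strong as hits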
# Target sequence (Q9HC16 whole entry, looked up): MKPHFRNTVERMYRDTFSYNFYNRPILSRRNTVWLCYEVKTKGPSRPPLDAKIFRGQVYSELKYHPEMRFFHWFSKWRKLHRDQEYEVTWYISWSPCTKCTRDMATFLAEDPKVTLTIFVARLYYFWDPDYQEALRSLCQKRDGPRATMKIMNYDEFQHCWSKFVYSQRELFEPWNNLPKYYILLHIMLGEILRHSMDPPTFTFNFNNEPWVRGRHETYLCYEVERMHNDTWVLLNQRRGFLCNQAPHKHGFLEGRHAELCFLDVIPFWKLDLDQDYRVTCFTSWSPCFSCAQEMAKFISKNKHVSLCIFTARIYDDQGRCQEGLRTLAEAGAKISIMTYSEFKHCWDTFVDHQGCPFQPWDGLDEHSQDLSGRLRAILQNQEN
# hIAP block – blocks human intestinal alkaline phosphatase | purified IAP, CDP-Star luminescence, 30 min | hit rate 0.12% among 330,000 | inhibition, % at 10 µM | AID 2544;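 active = inhibition reaching a set limit with compound at 10 µM in the primary screen, cut at about 35% in these data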;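 also: plate controls were DMSO wells with enzyme for no effect and no-enzyme buffer wells for full effect; values of inactives mirror those of a sister screen read the other way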
# Target sequence (P09923 whole entry, looked up): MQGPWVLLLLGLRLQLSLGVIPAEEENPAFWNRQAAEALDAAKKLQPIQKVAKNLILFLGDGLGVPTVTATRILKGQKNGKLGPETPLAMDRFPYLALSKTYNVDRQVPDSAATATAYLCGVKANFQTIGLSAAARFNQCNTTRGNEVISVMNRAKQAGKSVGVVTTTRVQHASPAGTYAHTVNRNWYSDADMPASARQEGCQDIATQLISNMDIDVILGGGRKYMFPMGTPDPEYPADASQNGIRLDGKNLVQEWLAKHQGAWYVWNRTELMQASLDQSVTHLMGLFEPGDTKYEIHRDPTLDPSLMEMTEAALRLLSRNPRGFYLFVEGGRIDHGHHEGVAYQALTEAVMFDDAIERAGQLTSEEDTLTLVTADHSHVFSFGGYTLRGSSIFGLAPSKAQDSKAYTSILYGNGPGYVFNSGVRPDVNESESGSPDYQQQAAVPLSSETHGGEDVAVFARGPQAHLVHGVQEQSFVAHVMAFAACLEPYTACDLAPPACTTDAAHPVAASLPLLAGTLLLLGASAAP
# mIAP act – mouse IAP activation; muIAP, CDP-Star luminescence, 30 min; stronger effect = higher value; 1 = vehicle-only enzyme signal, 0 = enzyme-free wells; activation factor at 10 µM; hit rate 0.24% among 330,000; AID 2805;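 active = activation factor of at least 2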; also: the source names both 10 and 20 µM as test concentration; values of inactives mirror those of a sister screen read the other way
#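 Assay system: mouse IAP enzyme; Reagent: CDP-Star chemiluminescent phosphatase substrate; Compound: DMSO-dissolved test compounds; Incubation: 30 min, room temperature; Technique: luminescence from enzymatic CDP-Star hydrolysis; Controls: DMSO-only wells and no-enzyme negative control.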
# mIAP inh – mouse IAP inhibition | purified mouse IAP, CDP-Star luminescence, 30 min | inhibition, % at 10 µM | hit rate 0.2% among 330,000 | AID 2806;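 active = inhibition of at least 40% at 10 µM in the primary screen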;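 also: plate controls were DMSO with enzyme for no effect and no enzyme wells for full effect; values of inactives mirror those of a sister screen read the other way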
# MIN6 prolif – inducers of beta-cell replication in MIN6 cells; AID 2380; MIN6 cells proliferation, ATPlite luminescence, 48 h; cells starved in 0.2% serum; 100% = growth in 10% serum; proliferation, % at 10 µM; hit rate 0.29% among 330,000;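 active = compounds whose signal lies at least 3.5 SD above the mean of all wells on their plate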;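 also: 0% = DMSO-treated cells in low-serum medium and 100% = 10% serum control; some compounds called inactive have numbers as strong as hits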
# hIAP activ – human IAP activation. P09923. hit rate 0.16% among 330,000. activation factor at 10 µM. purified human IAP, CDP-Star luminescence, 30 min; stronger effect = higher value; 1 = vehicle-only enzyme, 0 = enzyme-free background;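 active = activation factor of the enzyme at least 2-fold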; also: the source names both 10 and 20 µM as test concentration; values of inactives mirror those of a sister screen read the other way
# NR3A LBD binder – modulators (binders) of human NR3A ligand-binding domain; hit rate 2.5% among 340,000; Tm shift relative to glycine control, % at 25 µM; NR3A LBD differential scanning fluorimetry, Tm shift; 0% = protein alone, 100% = glycine-bound protein;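 active = melting temperature shift of at least 10% of the positive control shift, at one fixed dose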
# MPTP block – inhibitors of mitochondrial permeability transition pore; hit rate 1.4% among 360,000; AID 602449; isolated mouse mitochondria, Ca2+ swelling absorbance, 30 min; inhibition, % at 10 µM;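 active = inhibition of 50% or more, scaled per plate between neutral and stimulator controls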;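 also: 0% = DMSO wells given calcium and 100% = 1 mM EGTA wells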
# * hit, by the source's call; / = not tested or not shown.
SMILES,APOBEC3A inh,A3G deaminase,hIAP block,mIAP act,mIAP inh,MIN6 prolif,hIAP activ,NR3A LBD binder,MPTP block
Cc1sc2ncnc(NCC3(N4CCOCC4)CCCCC3)c2c1C,-1,1,-15,0.99,1,-3,1.1,-4,-1.6
CCCc1nnc(NC(=O)CCC(=O)Nc2ccc(F)cc2)s1,-4,-7,-12,0.98,2,-1,1.1,0,-0.1
CCn1c(SCC(=O)N2CCCc3ccccc32)nc2cccnc21,2,2,3,0.94,6,0,0.97,-1,-0.5
O=C(COC(=O)c1ccc(F)cc1F)Nc1cc(S(=O)(=O)N2CCOCC2)ccc1Cl,-2,-11,-2,0.97,3,0,1,4,0.2
O=C(C1CCCO1)N1CCN(C(=S)Nc2ccc(Cl)cc2Cl)CC1 (stereo not given),-2,-5,-35,1,-3,-3,1.3,0,-0.7
CC(C(=O)NC1C=CS(=O)(=O)C1)N1C(=O)/C(=C/c2ccc(Cl)cc2)SC1=S (stereo not given),-3,-2,-18,0.9,10,-2,1.2,-6,-0.4
CCN1C(=O)c2cccc3c(NC(=O)c4ccc5c(c4)OCCO5)ccc1c23,0,0,-13,1,-4,-2,1.1,3,-0.1
COc1cc(/C=N/NC(=O)c2ccc(CSc3nncn3C)cc2)ccc1OCC(=O)N1CC(C)OC(C)C1 (stereo not given),0,-10,-1,1,-4,-3,1,1,-0.8
Cc1csc(N2CCCC2c2nc3cc(Cl)c(N4CCCCC4)cc3n2CCOCCO)n1 (stereo not given),-6,-6,6,0.99,0,2,0.94,-2,-0.4
CC(C)(C)c1ccc(C(=O)NC(=O)COC(=O)CCS(=O)(=O)c2ccccc2)cc1,-7,-9,10,0.95,5,0,0.9,2,0.1
O=C(N/N=C/c1cccc(O)c1)c1ccc2c(c1)OCCO2,-2,-4,-18,0.99,1,-7,1.2,-3,-0.8
Cc1ccc(C)n1-c1nnc(N2CCC(C(=O)NCCCN3CC(C)CC(C)C3)CC2)s1 (stereo not given),-9,-6,-12,1,-5,-3,1.1,1,2.3
Cc1ccc(NC(=O)C2CCCN(S(=O)(=O)c3c(C)noc3C)C2)cc1F (stereo not given),-2,-4,-11,1.2,-17,0,1.1,-3,0.3
O=C(CCCSc1nc2ccccc2s1)NCc1ccc2c(c1)OCO2,6,-1,10,1.1,-13,0,0.9,-1,1.6
Cc1ccc(C(=O)NCCc2nnc3ccc(SCC(=O)Nc4ccc(C)cc4C)nn23)cc1,-1,-3,15,1.1,-12,0,0.85,-2,0.1

# Quoted at random: six records from the list.
SMILES,APOBEC3A inh,A3G deaminase,hIAP block,mIAP act,mIAP inh,MIN6 prolif,hIAP activ,NR3A LBD binder,MPTP block
Cc1ccc(C)n1-c1nnc(N2CCC(C(=O)NCCCN3CC(C)CC(C)C3)CC2)s1 (stereo not given),-9,-6,-12,1,-5,-3,1.1,1,2.3
O=C(CCCSc1nc2ccccc2s1)NCc1ccc2c(c1)OCO2,6,-1,10,1.1,-13,0,0.9,-1,1.6
Cc1csc(N2CCCC2c2nc3cc(Cl)c(N4CCCCC4)cc3n2CCOCCO)n1 (stereo not given),-6,-6,6,0.99,0,2,0.94,-2,-0.4
CCn1c(SCC(=O)N2CCCc3ccccc32)nc2cccnc21,2,2,3,0.94,6,0,0.97,-1,-0.5
Cc1ccc(NC(=O)C2CCCN(S(=O)(=O)c3c(C)noc3C)C2)cc1F (stereo not given),-2,-4,-11,1.2,-17,0,1.1,-3,0.3
CC(C(=O)NC1C=CS(=O)(=O)C1)N1C(=O)/C(=C/c2ccc(Cl)cc2)SC1=S (stereo not given),-3,-2,-18,0.9,10,-2,1.2,-6,-0.4

# Continuation.
SMILES,APOBEC3A inh,A3G deaminase,hIAP block,mIAP act,mIAP inh,MIN6 prolif,hIAP activ,NR3A LBD binder,MPTP block
O=C(Nc1ccccc1C(F)(F)F)c1ccccn1,3,-3,-23,1.1,-9,0,1.2,0,2.2
CC(C)(C)c1cc(OC(=O)c2ccncc2)ccc1O,3,3,3,0.99,1,-1,0.97,1,0.7
Cc1ccc(N2CC(C(=O)NCCS(=O)(=O)N3CCN(c4ccccc4)CC3)CC2=O)cc1 (stereo not given),1,2,3,0.94,6,-3,0.97,0,2.4
CCSc1nc(N2CCCCC2)c2c(c1C#N)CCCC2,3,-3,5,0.98,2,-6,0.95,0,1.0
COc1ccccc1CNC(=O)CSc1nc(=O)n(Cc2ccncc2)c2c1CCC2,2,-3,-4,1,-1,1,1,0,-1.2
COc1ccc(CC(=O)Nc2ccc(C(=O)O)cc2NC(=O)Cc2ccc(OC)cc2)cc1,-1,-12,12,1,-2,-4,0.88,-1,0.3
CC(C)N(C(=O)CSc1nnc(NC2CC2)s1)c1ccccc1,1,-5,-10,1,-2,-3,1.1,-2,-0.8
COc1ccccc1CNC(=O)CC(C)C,-2,-2,-12,0.92,8,1,1.1,1,1.6
CSc1ncccc1C(=O)OCC(=O)N1CCOCC1,2,1,-3,1,-5,-2,1,0,0.5
CC1(C)CC(=O)C2=C(C1)Nc1ccccc1NC2c1ccc(F)c(F)c1 (stereo not given),1,-8,-21,1.1,-5,0,1.2,-2,0.6
CCCOc1ccc(N2CC(C(=O)Nc3ncccc3C)CC2=O)cc1 (stereo not given),-3,-2,-1,1.1,-5,-1,1,1,0.4
COC(=O)c1cccc(C(=O)Oc2cccc(Br)c2)n1,-2,-7,0,0.95,5,-3,1,-1,0.0
CC1(C)CC(=O)c2cnc(N3CCc4ccccc43)nc2C1,3,4,-2,1,-4,-6,1,1,1.3
COc1ccccc1Cn1cnc2cccnc21,3,2,9,0.93,7,-1,0.91,1,-1.8
O=C(O)C(Oc1ccc2ccccc2c1)c1ccccc1 (stereo not given),-3,-8,6,1.1,-6,-1,0.94,5,2.5
COc1ccc(CCNC(=O)Cn2c(=O)n(CC3CCCO3)c(=O)c3cc(OC)c(OC)cc32)cc1OC (stereo not given),1,-4,-12,1,-2,1,1.1,-1,1.1
Cc1ccc(S(=O)(=O)N2CCN(S(C)(=O)=O)CC2)cc1,-1,-5,12,0.99,0,5,0.89,0,-0.6
COc1cc(NC(=O)N[C@H](C(=O)O)C(C)C)cc(OC)c1,-7,-8,3,1,-3,-2,0.97,-1,-1.3
CCOC(=O)CNS(=O)(=O)c1ccc(C(=O)O)cc1,-4,-6,11,1,-2,0,0.89,1,1.0
COc1ccc(C(=O)O/N=C(\N)c2ccccn2)cc1[N+](=O)[O-],-1,-4,-16,1,-1,-2,1.2,-5,1.7
CCOC(=O)C(=O)Nc1ccccc1C(N)=O,0,3,5,0.99,1,4,0.95,-4,-1.6
Cc1cccnc1NC(=O)c1cccc(S(=O)(=O)N2CCCc3ccccc32)c1,-2,-7,-18,0.96,4,1,1.2,-8,1.0
S=C(NNc1nc(Nc2ccccc2)nc(N2CCCCC2)n1)NC1CCCCC1,-1,-3,-41,0.99,1,-6,1.4,-1,1.2
CCOC(=O)N1CCC(N2Cc3cccc(C(=O)NCc4ccc(OC)cc4)c3C2=O)CC1,11,12,2,0.97,3,-1,0.98,/,/
C=CCn1c(SCC2CCCCO2)nc2sc(CC)cc2c1=O (stereo not given),10,8,-1,1.1,-8,-4,1,-2,54*
CCc1ccc(-c2cc(C(=O)N/N=C/c3ccco3)[nH]n2)cc1,-1,-17,-65,1,-3,-2,1.6,5,-1.2
COc1ccc(C2N(C(C)=O)CCN2S(=O)(=O)c2ccc(C)cc2)cc1 (stereo not given),3,-6,-6,0.95,5,-4,1.1,0,0.4
CCCC/S(CC1CC1(Cl)Cl)=N\S(=O)(=O)c1ccc(C)cc1 (stereo not given),1,-2,17,0.9,10,2,0.83,0,-5.0
COc1ccccc1NC(=O)C1=C(C)N(c2ccccc2)C(=S)NC1c1cccc(C(F)(F)F)c1 (stereo not given),-6,-9,-23,1,-4,-5,1.2,-6,3.5
O=C1/C(=C/c2cccs2)CCC1C1CCCC1 (stereo not given),-1,-3,1,0.98,2,0,0.99,-1,1.0
Cc1ccc(S(=O)(=O)N2CCC(NC(=O)c3cccnc3)CC2)cc1Cl,-3,-8,-5,0.96,4,-5,1.1,-2,0.6
O=C(c1ccccc1)N1CCN(S(=O)(=O)c2cccc(NS(=O)(=O)c3ccccc3)c2)CC1,1,-1,12,1,-4,0,0.89,2,-1.8
CC(C)c1cc(CNC(=O)CC2C(=O)NCCN2CC2CCCCC2)on1 (stereo not given),-1,-7,5,0.98,2,-1,0.95,2,-1.6
Cc1csc(=O)n1CC(=O)OCc1cccc2ccccc12,-1,0,13,0.91,9,0,0.87,3,0.6
CC(C)c1ccc(NC(=O)COC(=O)COc2ccccc2)cc1,2,-5,-26,1.1,-6,1,1.3,-5,-0.1
COc1ccc(/C=N/NC(=O)C(=O)N2CCCCCC2)cc1,-2,-11,0,0.97,3,0,1,0,0.2
O=C(NCC1COc2ccccc2O1)c1ccc(Cl)c(S(=O)(=O)N2CCCC2)c1 (stereo not given),1,-4,4,0.92,8,-5,0.96,-6,0.3
COc1ccc(/C=N/NC(=O)c2ccc3nc[nH]c3c2)c(OC)c1,-8,-7,-53,0.89,11,1,1.5,-10,-0.5
CC1(C)CC2CC(C)(CN2S(=O)(=O)c2cccc(C(N)=O)c2)C1 (stereo not given),4,0,-1,1,0,-2,1,3,2.5
CCC(C)(C)C1CCc2c(sc(NC(=O)c3ccoc3C)c2C(N)=O)C1 (stereo not given),1,1,12,0.88,12,-1,0.88,3,0.8
Cc1ccc(CC(=O)OCCNC(=O)c2cccnc2)cc1,-3,-4,10,0.91,9,2,0.9,-1,-0.7
Cc1ccc(NC(=O)CSc2nnc(-c3cnccn3)n2Cc2ccco2)cc1,-1,-4,6,1.1,-12,-3,0.94,0,-2.9
CCOC(=O)c1c(NC(C)=O)sc2c(OC(C)=O)cccc12,-1,0,8,1,-4,-2,0.92,-6,1.2
Oc1ccccc1Cn1nnc2ccccc21,-5,-8,20,1.1,-8,-1,0.8,3,1.4
O=C(OCCCOc1ccc(F)cc1)c1ccc(O)cc1O,-2,1,2,0.96,4,-4,0.97,0,5.3
O=C1OC(c2ccccc2)c2ccccc21 (stereo not given),1,2,-31,1,-5,1,1.3,1,1.9
OCC[C@H]1C[C@@H](O)[C@H](O)[C@]2(CCc3ccccc3CO2)O1,1,-3,-8,1.1,-9,1,1.1,0,-1.1
O=C(NCCCCCCNC(=O)c1ccc(Br)s1)c1ccc(Br)s1,2,-1,-8,1,-4,-1,1.1,1,54*
Cc1cc2nc(C)c(=O)n(C)c2cc1C,-2,-3,0,1,0,7.3*,1,-1,15
O=C(CCCN1C(=O)c2cccc3cccc(c23)C1=O)NC1CCS(=O)(=O)C1 (stereo not given),1,-5,-14,1,-2,-1,1.1,-7,-0.2
O=C(CCNC(=O)c1ccccc1)NC1CCCc2ccccc21 (stereo not given),0,-1,-5,1,-1,-2,1,1,-0.4
CC(C)CNc1nnnc2c1sc1nc(N3CCOCC3)c3c(c12)CC(C)(C)SC3,-19,-4,26,0.81,18,-3,0.74,-1,2.3
CC1CC(C)CN(C(=O)CN2C(=O)NC3(CCCCCCC3)C2=O)C1 (stereo not given),-3,-2,10,1.1,-14,-5,0.9,0,-0.8
CC(C(=O)OCC(=O)Nc1ccc(S(N)(=O)=O)cc1)N1C(=O)c2ccccc2C1=O (stereo not given),-2,-2,-4,0.85,15,1,1,-1,2.2
O=C(CN1CCOCC1)Nc1ccccc1-c1ccccc1,-1,-1,-1,0.97,3,-1,1,5,0.8
C=CCc1cccc2cc(C(=O)OCC(=O)c3ccccc3)c(=O)oc12,5,6,-3,1,-4,4,1,0,-5.5
O=C(NCCCNC(=O)c1cnccn1)c1cccc(Cl)c1,-2,-5,-18,1.1,-7,-1,1.2,3,-1.9
